pPAFAH FP inh: pPAFAH enzyme inhibitors, primary screen, biochemical, fluorescence polarization, human; recombinant pPAFAH, FP-rhodamine probe fluorescence polarization; actives 1.5% (n = 330,000); AID 463082, 2010; inhibition, % at 3.39 µM;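 active means inhibition above the mean inhibition across the screen plus 3 SD, cut at about 25% in these data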;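 further: inhibitors block binding of the rhodamine activity-based probe so polarization drops; 0% = enzyme with DMSO and 100% = wells lacking pPAFAH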
BCLXL inh: inhibitors of human Bcl-xL, primary screen, biochemical, fluorescence polarization, HTS; Bcl-2-like protein 1 (Homo sapiens), Q07817; GST-Bcl-xL / FITC-Bim BH3 peptide fluorescence polarization; inhibition, % at 10.9 µM; actives 0.7% (n = 320,000);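 active means inhibition above the mean of all tested compounds plus 3 SD, cutoff set per campaign, cut at about 30% in these data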;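 further: 0% = DMSO wells and 100% = unlabeled Bim-BH3 peptide competitor; inhibitors lower millipolarization by displacing the labeled peptide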
Target sequence (Q07817 whole entry, looked up): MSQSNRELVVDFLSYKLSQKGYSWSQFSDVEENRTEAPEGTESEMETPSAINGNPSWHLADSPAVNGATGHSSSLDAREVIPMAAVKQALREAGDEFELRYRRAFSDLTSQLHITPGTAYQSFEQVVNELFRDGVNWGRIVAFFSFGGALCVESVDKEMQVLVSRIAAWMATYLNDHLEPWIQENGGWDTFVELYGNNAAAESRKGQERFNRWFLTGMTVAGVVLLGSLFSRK
MCL1-BIM inh: inhibitors of MCL1 binding to BIM-BH3, primary screen, biochemical, fluorescence polarization | inhibition, % at 10.9 µM | GST-MCL1 / FITC-Bim-BH3 fluorescence polarization | Induced myeloid leukemia cell differentiation protein Mcl-1 (Homo sapiens), Q07820 | actives 0.68% (n = 320,000);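 active means inhibition above the mean inhibition of all tested compounds plus 3 SD, set per campaign, cut at about 40% in these data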;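 further: 0% = DMSO wells and 100% = unlabeled Bim-BH3 peptide control; higher means more loss of mP so more displacement of Bim peptide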
Target sequence (Q07820 whole entry, looked up): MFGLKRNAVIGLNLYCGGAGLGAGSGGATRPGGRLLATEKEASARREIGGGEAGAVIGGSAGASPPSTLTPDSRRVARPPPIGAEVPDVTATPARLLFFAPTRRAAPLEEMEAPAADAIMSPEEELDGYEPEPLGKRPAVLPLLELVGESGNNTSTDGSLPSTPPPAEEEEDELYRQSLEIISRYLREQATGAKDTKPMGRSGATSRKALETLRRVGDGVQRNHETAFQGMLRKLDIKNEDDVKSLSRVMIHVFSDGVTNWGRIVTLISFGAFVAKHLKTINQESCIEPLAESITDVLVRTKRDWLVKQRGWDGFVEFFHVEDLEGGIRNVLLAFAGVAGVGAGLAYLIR
PME-1 primary: PME-1 inhibitors via competitive probe labeling, primary screen, biochemical, fluorescence polarization, FP-Rh probe, HTS; actives 0.53% (n = 320,000); inhibition, % at 5.9 µM; recombinant PME-1; Protein phosphatase methylesterase 1 (Homo sapiens), Q9Y570;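 active means inhibition above the campaign mean of all compounds plus 3 SD, cut at about 26% in these data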;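 further: competitive labeling of PME-1 active site by serine hydrolase directed probe; 0% = PME-1 with DMSO and 100% = wells lacking PME-1 enzyme; inhibitors block probe labeling so polarization falls and inhibition rises; many of its hits are not listed in these tables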
Target sequence (Q9Y570 whole entry, looked up): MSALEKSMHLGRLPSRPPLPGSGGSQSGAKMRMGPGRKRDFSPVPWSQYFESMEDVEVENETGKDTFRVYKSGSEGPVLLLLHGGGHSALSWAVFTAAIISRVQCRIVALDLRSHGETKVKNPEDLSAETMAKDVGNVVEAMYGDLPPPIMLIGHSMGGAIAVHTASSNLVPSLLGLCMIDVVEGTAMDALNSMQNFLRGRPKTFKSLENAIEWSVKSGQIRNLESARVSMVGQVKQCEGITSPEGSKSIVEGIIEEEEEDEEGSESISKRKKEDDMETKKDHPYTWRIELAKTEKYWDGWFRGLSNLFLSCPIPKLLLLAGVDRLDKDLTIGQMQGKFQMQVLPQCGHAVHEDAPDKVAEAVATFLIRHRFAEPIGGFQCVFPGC
MEX-5 binding: MEX-5 zinc finger RNA-binding disruptors – biochemical, C. elegans, fluorescence polarization, MLPCN library, primary screen; MEX-5/FITC-TCR2 RNA binding; active compounds read low; activity score (negative = inhibition of binding), % at 10 µM; actives 0.38% (n = 300,000); AID 1832, 2009;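 active means inhibition past about -25% in most replicates, and total fluorescence under double the plate's negative control median, limit read from the data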;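 further: 0% = DMSO and -100% = 5 µM competing unlabeled TCR2 RNA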
PAFAH1B2 FP inh: PAFAH1B2 enzyme inhibitors, primary screen, biochemical, fluorescence polarization, human | AID 492953, 2010 | actives 1.2% (n = 340,000) | Platelet-activating factor acetylhydrolase IB subunit alpha2 (Homo sapiens), P68402 | recombinant PAFAH1B2, FP-rhodamine activity probe | inhibition, % at 3.39 µM;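 active means inhibition above the mean of all tested compounds plus 3 SD, cut at about 24% in these data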;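 further: 0% = enzyme with DMSO and 100% = wells lacking PAFAH1B2; many of its hits are not listed in these tables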
AHR act: AHR activators, primary screen, cell-based, luminescence, luciferase reporter, human | AHR-responsive luciferase reporter cells | Aryl hydrocarbon receptor (Homo sapiens), P35869 | activation, % at 5 µM | actives 2.5% (n = 320,000); in the data active means activation above about 47%;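 further: 0% = vehicle wells and 100% = reference agonist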
Fam108B counter: mouse Fam108B serine hydrolase inhibitors, primary screen, counter-screen for RBBP9 inhibitor project, biochemical, fluorescence polarization; recombinant Fam108B, FP-Rh probe fluorescence polarization; inhibition, % at 9.51 µM; actives 0.33% (n = 300,000);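 active means inhibition above the screen mean inhibition plus 3 SD, computed separately per campaign, cut at about 18% in these data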;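 further: inhibitors lower polarization as less probe binds the enzyme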
GLD-1 TGE inh: GLD-1/TGE RNA complex disruptors, primary screen, biochemical, fluorescence polarization; actives 0.44% (n = 320,000); Female germline-specific tumor suppressor gld-1 (Caenorhabditis elegans), Q17339; purified GLD-1 + fluorescein TGE RNA; inhibition, % at 5.96 µM;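 active means percent inhibition above a per-plate cutoff, the plate mean of test compounds plus 3 SD, cut at about 30% in these data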;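 further: 0% = DMSO wells with GLD-1 and probe and 100% = wells lacking GLD-1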
Active calls of the source: *; x = not tested or not shown.

Sequence of screens: pPAFAH FP inh	BCLXL inh	MCL1-BIM inh	PME-1 primary	MEX-5 binding	PAFAH1B2 FP inh	AHR act	Fam108B counter	GLD-1 TGE inh
> Cc1nn(C)c(Cl)c1CN1CCCC(CO)(Cc2ccccc2)C1 (configuration not stated)
  4	4	8	-1	2.2	-6	0	-1	1
> COc1ccc2c(c1)c1nnc(SCC(=O)Nc3ccccc3F)nc1n2C
  1	5	12	5	1.7	4	8	-9	-2
> COc1ccc(-c2cc(C)no2)cc1S(=O)(=O)N(C)Cc1ccco1
  2	5	-2	5	0.1	2	2	1	11
> O=C(Nc1ccc(N2CCOCC2)c(F)c1)c1ccncc1
  1	2	5	-5	-3.1	5	1	-2	1
> CC1CN(C(=O)COC(=O)[C@@H]2CC(O)CN2S(=O)(=O)c2ccc3c(c2)OCCO3)CC(C)O1 (some centres not stated)
  3	4	5	3	-0.6	4	-1	-1	-4
> COc1ccc(C(=O)NNC(=S)NC(=O)C(C)(C)C)cc1
  6	1	-5	2	0.4	3	4	-1	0
> COc1cccc2c(=O)n(CC(=O)NCCc3ccccc3)ccc12
  5	3	-4	3	2.4	1	3	2	5
> O=C(c1cc2ccccc2oc1=O)N1CCN(C(=O)C2CCCO2)CC1 (configuration not stated)
  3	-5	1	-5	2.5	-3	1	2	2
> O=C(Cn1cccc1C(=O)c1ccccc1)NCc1ccc2c(c1)OCO2
  0	-2	4	1	-2.9	9	22	-3	-5
> COc1ccc(OC)c(NC(=O)NNS(=O)(=O)c2ccc(C)cc2C)c1
  -2	1	4	-8	3.5	9	15	-3	8
> Cc1[nH]c(C)c(S(=O)(=O)N2CCCCC2)c1C(=O)N1CCCC1
  5	5	7	-7	-0.5	1	-1	0	-1
> COC(=O)c1ccc(-c2cc(CC3(C(=O)OC)CCN(C(=O)OC(C)(C)C)CC3)on2)cc1
  3	2	1	1	-1.0	0	0	-3	1
> CCOC(=O)c1cccnc1NC(=O)c1ccccc1
  -2	1	6	-9	-0.8	-1	1	2	0
> CN(CC(=O)Nc1cccc(F)c1)C(=O)c1cc(S(=O)(=O)N2CCCCC2)ccc1N1CCOCC1
  7	-4	-16	0	-0.9	3	0	2	4
> Cc1ccc(C(=O)NCC(=O)OC(C)C(=O)Nc2ccccc2[N+](=O)[O-])s1 (configuration not stated)
  2	x	x	x	x	2	7	x	-3
> O=C(CCn1c(=O)sc2ccccc21)Nc1nc2ccccc2s1
  -4	3	3	3	1.0	-1	106*	-5	1
> O=C(NC(c1ccccc1)c1ccccc1)C1CCCO1 (configuration not stated)
  4	7	3	2	1.5	-1	-2	-8	4
> Cc1cc(C)c(OCCN2C(=O)NC(C)(C)C2=O)c(Cl)c1
  4	2	6	-4	-3.2	2	1	5	6
> CCCCOc1ccc(C(=O)Nc2ccc3c(c2)OCO3)cc1
  0	5	5	-4	2.3	7	9	2	6
> O=C(NC1CCCCCCC1)C1CCN(S(=O)(=O)N2CCC3(CC2)OCCO3)CC1
  3	2	2	-3	-0.4	-1	0	2	-4
> CCC(=O)Oc1c(S(=O)(=O)c2ccc(C)cc2)c(C)nn1C(C)(C)C
  1	-9	-14	14	-0.7	1	7	-4	0
> COc1ccc(CNC(=O)C(Cc2ccccc2)n2cccc2)cc1 (configuration not stated)
  3	5	4	-3	2.2	0	3	-3	2
> CC(=O)CC(=O)NC1C2CC3CC(C2)CC1C3 (configuration not stated)
  4	4	5	0	2.2	11	-2	2	2
> Cc1cc(C(=O)COc2ccc(Br)cc2F)c(C)n1C1CC1
  4	9	7	-9	x	1	-4	x	0
> O=C(Nc1nc2ccc(S(=O)(=O)N3CCOCC3)cc2s1)c1cccs1
  -2	3	2	-2	-1.7	-2	3	-3	0
> COc1cc(O)c(C(CC(=O)N2CCCC2)c2ccc(N(C)C)cc2)c(OC)c1 (configuration not stated)
  2	4	6	-5	-0.1	-4	2	-2	5
> CCCc1cc(C(=O)Nc2cccc(Cl)c2C)no1
  -5	-3	-3	0	-1.2	4	-3	1	9
> O=C(NCC(=O)N1CCN(C(c2ccccc2)c2ccccc2)CC1)c1ccccc1F
  -7	-1	1	-5	1.7	9	1	2	9
> CCCCN1C(C(=O)Nc2cc(C)on2)=C(O)c2ccccc2S1(=O)=O
  8	4	-1	1	-1.1	3	2	-1	2
> CCN(CC)C(=O)CSc1nnc(-c2ccc(S(=O)(=O)N3CCOCC3)cc2)n1C
  -1	-5	-10	-1	0.0	5	-1	0	-5
> COc1ccc(NC(=S)N/N=C2\CC(C)(C)Oc3ccc(OC)cc32)cc1
  3	1	2	10	1.4	5	13	-1	8
> CCOC(=O)c1[nH]c(C)c(C(=O)NC2CCN(C(=O)OCC)CC2)c1C
  0	7	1	5	2.9	3	-2	-1	4
> Nc1ncnc2c1nc(SCCO)n2Cc1ccccc1
  0	3	3	-1	0.3	1	-1	3	6
> c1ccc(CNc2ncnc3sccc23)cc1
  7	6	-2	3	0.2	4	3	-3	5
> CC(C)(C)NC(=O)CN(CCN1CCOCC1)C(=O)CNS(=O)(=O)c1ccccc1
  5	-4	-4	3	-0.3	0	-1	-4	6
> COc1cc(/C=N/Nc2ccccc2)ccc1OC(=O)c1cccs1
  6	0	-1	0	x	x	7	4	-9
> Cc1ccc(S(=O)(=O)/N=C(/Nc2cccc(O)c2)c2ccccc2)cc1
  5	7	22	1	0.1	5	-1	3	4
> O=C(Nc1ccccc1N1CCN(C(=O)c2ccccc2)CC1)c1ccc2c(c1)OCO2
  -2	3	7	-5	0.5	4	2	-2	-3
> Cc1ccc(S(=O)(=O)C2(C(=O)N(C)C3CCCCC3)CC2)cc1
  -6	-1	-7	1	0.0	1	-6	-5	1
> O=C(CN1CCC(NC(=O)Nc2ccccc2-c2ccccc2)CC1)NCc1ccco1
  6	11	-2	-4	0.8	7	-2	1	8
> Cc1ccc2nc(SCC(=O)N3CCN(c4ccccc4)CC3)[nH]c2c1
  3	2	10	5	-3.9	30*	13	-3	1
> CC1(C)C(=O)OC(/C=C/c2cccc([N+](=O)[O-])c2)C(C)(C)C1=O (configuration not stated)
  5	1	1	1	-1.7	3	4	0	8
> N#Cc1cc2ccccc2nc1N
  1	6	2	5	-0.4	-2	5	3	-5
> O=C(Nc1ccccc1N1CCCCC1)c1ccc(-c2cccc(Cl)c2)o1
  -13	4	4	-6	0.0	6	13	-5	-3
> COc1cc(CN2CCNC(=O)C2CC(=O)NCCc2ncccc2C)cc(OC)c1 (configuration not stated)
  4	8	6	1	-1.7	4	0	3	4
> COc1cc(-c2nnc(-c3ccccc3)o2)cc(OC)c1OC
  5	1	2	-3	-1.2	-3	5	4	8
> O=C(c1cccs1)N(Cc1ccco1)C1CCS(=O)(=O)C1 (configuration not stated)
  3	0	5	-3	-1.6	2	-1	-1	9
> Cc1cc(C)c(S(=O)(=O)NCc2cccnc2)c(C)c1
  4	2	6	5	-1.0	-1	1	8	-6
> Cc1onc(-c2ccccc2Cl)c1C(=O)NNC(=O)c1ccccc1F
  1	3	10	-14	-0.5	2	4	1	-3
> Cc1ccc(-c2csc3ncn(CC(=O)O)c(=O)c23)cc1C
  2	7	15	1	1.1	7	-1	-2	1
> CCc1ccc2[nH]c(=O)c(CN(CCN3CCCC3)C(=O)NC3CCCCC3)cc2c1
  4	4	2	4	1.8	5	5	-3	-1
> COc1ccc(C(=O)NC(=S)N(CCC(C)C)c2c(N)n(Cc3ccccc3)c(=O)[nH]c2=O)cc1
  5	14	16	-5	3.2	2	-3	-1	10
> COc1ccc(CCNC(=O)c2ccc([N+](=O)[O-])cc2Cl)cc1OC
  -1	3	-1	-6	2.4	1	0	2	8
> CC/C(=N/NC(=O)c1ccccc1O)c1c(C)[nH]n(-c2ccccc2)c1=O
  1	5	0	3	-4.7	5	-1	-2	5
> O=S(=O)(Nc1ccc(Br)cn1)c1cccs1
  -2	10	7	0	-1.6	5	2	3	-5
> O=C(Nc1ccccc1C(=O)Nc1ccncc1)c1ccc([N+](=O)[O-])cc1
  8	3	0	4	0.6	-4	11	-3	0
> Oc1ccc(-c2nc3ccccc3s2)cc1
  -2	4	2	-8	-0.8	6	55*	-1	4
> COc1nc(Nc2cccc([N+](=O)[O-])c2)nc(OC)n1
  -1	13	10	-4	1.9	10	3	0	-5
> CC1(C)OC(=O)N2CCc3ccccc3C21C (configuration not stated)
  2	0	1	-6	-2.6	4	3	1	8
> C=CCCc1ccc(C#N)c(SCc2c(C(=O)OCC)c3cc(OC(C)=O)c(Br)cc3n2C)n1
  -2	5	-1	-4	4.9	2	0	-4	-3

(more compounds)
Sequence of screens: pPAFAH FP inh	BCLXL inh	MCL1-BIM inh	PME-1 primary	MEX-5 binding	PAFAH1B2 FP inh	AHR act	Fam108B counter	GLD-1 TGE inh
> CCOc1ccc(NC(=O)c2ccc(S(=O)(=O)N(C)C)cc2)cc1
  -2	6	5	2	x	8	4	4	3
> O=C(Nc1ncn[nH]1)c1c(Cl)ccc(Cl)c1Cl
  2	-6	0	9	-3.5	-2	0	1	-8
> Cc1cccc(NC(=S)Nc2cccc(C(F)(F)F)c2)n1
  4	4	4	7	-0.2	1	104*	-4	-5
> O=C(CSCc1ccc(Cl)cc1Cl)Nc1c[nH]c(=O)[nH]c1=O
  7	3	7	2	-3.2	7	1	1	4
> COc1ccc(-c2nn(-c3ccccc3)cc2C=O)cc1[N+](=O)[O-]
  6	4	0	-7	-0.7	1	22	-4	9
> COc1cc(/C=N/NC(=O)NC23CC4CC(CC(C4)C2)C3)ccc1OCC(N)=O
  0	13	5	6	1.1	17	2	1	14
> COc1ccc(C2C=C(c3ccccc3)Nc3ncnn32)cc1 (configuration not stated)
  -1	18	18	1	-8.5	4	3	3	7
> CCOc1ccc(Cl)cc1S(=O)(=O)N1CCC(C(=O)NC2CC2)CC1
  0	-2	3	-4	1.6	1	-2	-1	4
> Cc1ccc(-c2cc([C@H]3[C@@H]4C=CCC[C@@]4(C)C(=O)N3Cc3ccccc3)ccc2F)cc1
  4	-1	-4	6	1.6	0	3	-6	6
> Cn1c(SCC(=O)NC(C)(C)C)nc(O)cc1=O
  3	-2	7	4	-2.1	4	-1	-3	-1
> Cc1nc2sccn2c(=O)c1S(=O)(=O)Nc1ccc(N2CCOCC2)c(Cl)c1
  3	5	2	-2	-1.5	2	2	4	7
> Oc1ccc(Oc2ncc(Cl)cc2Cl)cc1
  7	2	13	-6	0.6	11	-3	-3	3
> Cc1cccc(C)c1N(CC(=O)N1CCN(C)CC1)S(C)(=O)=O
  -4	0	3	0	-1.7	-1	0	5	0
> COc1cc2[nH]c(=O)n(Cc3ccc(C(=O)NCCCN4CCC(C)CC4)cc3)c(=O)c2cc1OC
  -2	9	6	-11	-0.9	2	5	-3	-10
> CCNC(=O)c1ccc(NS(=O)(=O)c2ccccc2)cc1
  1	4	6	-1	-2.9	2	-4	-3	3
> Cn1c(=O)c2c(nc(NCc3ccco3)n2C)n(C)c1=O
  3	2	4	0	-0.5	5	0	0	3

From PubChem

These rows are one share of the data; count on the stated rates, not on these rows.
